PREPL inh = inhibitors of human prolyl oligopeptidase-like enzyme PREPL; recombinant PREPL, fluorescence polarization activity-based probe; inhibition, % at 5.96 µM; 320,000 compounds, 0.68% hits; in the data active = inhibition above about 43%;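 also: 0% = enzyme with DMSO and 100% = wells lacking enzyme; many of its hits are not listed in these tables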
PAFAH1B2 inh = PAFAH1B2 (human) inhibition. P68402. recombinant PAFAH1B2, FP-rhodamine activity probe, fluorescence polarization. inhibition, % at 3.39 µM. 340,000 compounds, 1.2% hits. AID 492953;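 active = inhibition above the mean of all tested compounds plus 3 SD, cut at about 24% in these data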;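 also: 0% = enzyme with DMSO and 100% = wells lacking PAFAH1B2; many of its hits are not listed in these tables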
Target sequence (P68402 whole entry, looked up): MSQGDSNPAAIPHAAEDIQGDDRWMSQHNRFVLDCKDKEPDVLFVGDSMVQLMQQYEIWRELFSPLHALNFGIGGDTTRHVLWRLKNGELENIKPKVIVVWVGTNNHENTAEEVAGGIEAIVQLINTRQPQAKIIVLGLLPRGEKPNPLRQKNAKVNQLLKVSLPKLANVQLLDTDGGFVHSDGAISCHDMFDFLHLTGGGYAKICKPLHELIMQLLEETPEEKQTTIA
GSTO1 counter = blocks human GSTO1 in RBBP9 counter-screen; recombinant GSTO1, activity-based probe fluorescence polarization; inhibition, % at 5.96 µM; P78417; AID 1974; 300,000 compounds, 1.1% hits;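 active = inhibition above the campaign mean inhibition plus 3 SD, cut at about 35% in these data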;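 also: 0% = GSTO1-1 with DMSO and 100% = wells lacking GSTO1-1 enzyme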
pPAFAH inh = pPAFAH (human) enzyme inhibition. inhibition, % at 3.39 µM. recombinant pPAFAH, FP-rhodamine probe fluorescence polarization. 330,000 compounds, 1.5% hits. Q13093;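 active = inhibition above the mean inhibition across the screen plus 3 SD, cut at about 25% in these data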;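 also: inhibitors block binding of the rhodamine activity-based probe so polarization drops; 0% = enzyme with DMSO and 100% = wells lacking pPAFAH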
Target sequence (Q13093 whole entry, looked up): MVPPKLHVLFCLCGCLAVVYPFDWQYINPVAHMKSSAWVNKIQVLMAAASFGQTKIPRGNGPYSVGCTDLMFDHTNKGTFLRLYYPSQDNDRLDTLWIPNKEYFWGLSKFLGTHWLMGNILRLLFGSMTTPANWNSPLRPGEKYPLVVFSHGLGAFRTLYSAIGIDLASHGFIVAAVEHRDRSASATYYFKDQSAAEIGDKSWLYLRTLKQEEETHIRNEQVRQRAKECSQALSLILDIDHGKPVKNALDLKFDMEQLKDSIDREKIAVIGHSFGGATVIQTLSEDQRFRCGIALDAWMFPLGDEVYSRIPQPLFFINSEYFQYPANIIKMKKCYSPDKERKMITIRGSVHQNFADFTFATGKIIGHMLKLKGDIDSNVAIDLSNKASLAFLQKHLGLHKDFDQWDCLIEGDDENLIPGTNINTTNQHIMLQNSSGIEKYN
PME-1 inh = blocks human protein phosphatase methylesterase 1; Q9Y570; recombinant PME-1, FP-Rh probe fluorescence polarization; inhibition, % at 5.9 µM; 320,000 compounds, 0.53% hits; AID 2130;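 active = inhibition above the campaign mean of all compounds plus 3 SD, cut at about 26% in these data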;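 also: competitive labeling of PME-1 active site by serine hydrolase directed probe; 0% = PME-1 with DMSO and 100% = wells lacking PME-1 enzyme; inhibitors block probe labeling so polarization falls and inhibition rises; many of its hits are not listed in these tables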
Target sequence (Q9Y570 whole entry, looked up): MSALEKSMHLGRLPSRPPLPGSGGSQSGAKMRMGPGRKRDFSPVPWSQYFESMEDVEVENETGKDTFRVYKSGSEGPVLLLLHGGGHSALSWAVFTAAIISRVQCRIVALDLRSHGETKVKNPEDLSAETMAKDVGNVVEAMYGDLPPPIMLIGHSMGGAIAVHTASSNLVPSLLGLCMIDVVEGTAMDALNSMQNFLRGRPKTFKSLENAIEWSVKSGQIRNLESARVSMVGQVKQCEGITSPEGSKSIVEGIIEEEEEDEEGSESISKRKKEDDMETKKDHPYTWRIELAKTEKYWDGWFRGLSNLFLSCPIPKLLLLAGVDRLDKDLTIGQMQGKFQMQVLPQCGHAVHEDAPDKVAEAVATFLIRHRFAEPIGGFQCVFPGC
LYPLA2 inh = blocks human lysophospholipase 2, a PME1 counter-screen; O95372; recombinant LYPLA2, FP-Rh probe fluorescence polarization; inhibition, % at 5.9 µM; 320,000 compounds, 0.38% hits; AID 2177;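 active = inhibition above the screen-wide mean plus 3 SD, limit set per campaign, cut at about 26% in these data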;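 also: 0% = LYPLA2 with DMSO and 100% = wells lacking LYPLA2 enzyme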
PAFAH1B3 FP inh = PAFAH1B3 (human) inhibition; Q15102; recombinant PAFAH1B3, FP-rhodamine probe, fluorescence polarization; inhibition, % at 3.39 µM; 340,000 compounds, 0.28% hits;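 active = inhibition above the screen-wide average of all tested compounds plus 3 SD, cut at about 25% in these data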;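 also: 0% = enzyme with DMSO only and 100% = wells lacking PAFAH1B3 protein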
LYPLA1 inh = blocks human lysophospholipase 1, a PME1 counter-screen; O75608; 320,000 compounds, 0.16% hits; AID 2174; recombinant LYPLA1, FP-Rh probe fluorescence polarization; inhibition, % at 5.9 µM;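 active = inhibition above the mean of all tested compounds plus 3 SD, set per campaign, cut at about 14% in these data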;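 also: inhibitors block serine hydrolase probe labeling of LYPLA1 so polarization falls; 0% = enzyme with DMSO and 100% = wells lacking LYPLA1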
PAD4 inh = inhibitors of human PAD4. Q9UM07. recombinant PAD4, RCA probe fluorescence polarization. inhibition, % at 6.36 µM. 330,000 compounds, 0.41% hits. AID 485272;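 active = percent inhibition above a cutoff equal to the mean of all tested compounds plus 3 SD, cut at about 15% in these data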;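 also: 0% = PAD4 with RCA probe and DMSO and 100% = probe without PAD4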
* hit, by the source's call; x = no result given. A portion of the library; count on the stated rates, not on these rows.

| # | structure | PREPL inh | PAFAH1B2 inh | GSTO1 counter | pPAFAH inh | PME-1 inh | LYPLA2 inh | PAFAH1B3 FP inh | LYPLA1 inh | PAD4 inh |
| --- | --- | --- | --- | --- | --- | --- | --- | --- | --- | --- |
| 1 | Cc1cccc(NC(=O)CN2C(=S)NC(C)(C)CC2C)c1C (configuration not stated) | 10 | 0 | 7 | 6 | -1 | 9 | -3 | 1 | 3 |
| 2 | CC(C(=O)OCC(=O)N(C)C1(C#N)CCCCC1)N1C(=O)c2ccccc2C1=O (configuration not stated) | 3 | 1 | x | 3 | 1 | 7 | 3 | 0 | 0 |
| 3 | CC1=C(C(=O)Nc2ccccc2C(F)(F)F)C(c2sccc2C)NC(=S)N1 (configuration not stated) | -8 | 6 | 2 | -6 | -6 | 0 | 7 | -1 | -2 |
| 4 | Cc1c(Cl)ccc2c1NC(=O)[C@]21[C@@H]2C(=O)N(Cc3ccccc3)C(=O)[C@@H]2[C@@H]2CCCN21 | 12 | -3 | -5 | 16 | 2 | 0 | 2 | -1 | -4 |
| 5 | CC(c1ccccc1)n1c(Cn2ncc3ccccc3c2=O)n[nH]c1=S (configuration not stated) | -1 | -1 | -1 | 1 | 6 | -2 | -2 | -3 | 1 |
| 6 | Cc1ccc(OCC(=O)OCC(=O)N2c3ccccc3CC2C)cc1C (configuration not stated) | -2 | 8 | x | 16 | 9 | 1 | -7 | -4 | 1 |
| 7 | CCCCCCN=C1CC(C)(C)CC(=O)/C1=C(/O)CCC | 10 | 2 | 5 | 1 | 7 | 5 | 5 | 1 | 1 |
| 8 | NS(=O)(=O)c1cccc(NC(=O)COc2ncnc3c2cnn3-c2ccccc2)c1 | -4 | 1 | 2 | 6 | -3 | -8 | 5 | -3 | -5 |
| 9 | CN1CCc2nc(NC(=O)COc3ccc4ccccc4c3)sc2C1 | -28 | -1 | -12 | 11 | -8 | -2 | 3 | -8 | -6 |
| 10 | CCOC(=O)c1ccc(N2Cc3ccccc3C2=NC(=O)c2cccc([N+](=O)[O-])c2)cc1 | -21 | 0 | -20 | -8 | -4 | 2 | -5 | -1 | -7 |
| 11 | CCC(C)NC(=O)c1cc(-c2ccc3c(c2)OCO3)on1 (configuration not stated) | -4 | 3 | -3 | 2 | -3 | -2 | 2 | 0 | -1 |
| 12 | O=C1CN(C(=O)COC(=O)Cc2ccsc2)c2ccccc2N1 | 7 | 17 | 2 | 2 | 5 | 7 | 14 | 1 | 3 |
| 13 | CC(C)=NNc1nc2c(c(=O)n(C)c(=O)n2C)n1C | 4 | x | -3 | 1 | -3 | 5 | x | -2 | -2 |
| 14 | COc1ccc(-c2cc(C(F)F)n3ncc(C(=O)N4CCN(C)CC4)c3n2)cc1 | 1 | 9 | 5 | 1 | -1 | 1 | 8 | 2 | 2 |
| 15 | COC(=O)c1cc(OC)c(OC)cc1NC(=S)N1CCN(c2ccccn2)CC1 | 15 | -3 | 2 | -1 | 6 | 10 | 6 | 1 | 0 |
| 16 | O=C(O)CN(c1cccc(C(F)(F)F)c1)S(=O)(=O)c1ccccc1 | 1 | 4 | 6 | 0 | -3 | 2 | 5 | 1 | -8 |
| 17 | CCCN(CC(=O)Nc1cc(Cl)ccc1Cl)C(=O)/C=C/c1cc(OC)ccc1OC | 8 | -5 | x | 3 | x | x | 4 | x | 2 |
| 18 | CCCNC(=O)C(Cc1ccccc1C)NC(=O)c1ccc(C(F)(F)F)cc1 (configuration not stated) | -2 | 3 | x | -1 | -8 | -3 | 4 | 0 | 0 |
| 19 | Cc1ccc(NC2=C(CC(=O)O)C(c3ccccc3)N(c3ccc(C)cc3)C2=O)cc1 (configuration not stated) | 3 | -2 | 13 | 8 | 6 | -2 | -7 | -1 | -1 |
| 20 | COc1ccccc1N1CCN(C2CCCN(C(=O)c3ccnc4ccc(C)cc34)C2)CC1 (configuration not stated) | 5 | 2 | -9 | -3 | -6 | 0 | 5 | -2 | -2 |
| 21 | COc1cc(OC)cc(C(=O)NN2CCOCC2)c1 | 18 | -3 | -1 | 0 | 5 | 5 | 0 | 6 | 5 |
| 22 | CCC1CO/C(=C(\C(Cl)=C(Cl)Cl)[N+](=O)[O-])N1 (configuration not stated) | -7 | x | 15 | 1 | 2 | 6 | x | -1 | -1 |
| 23 | OC(CNCc1ccccc1)COCc1ccc(Cl)cc1 (configuration not stated) | 6 | 3 | -6 | -10 | 2 | 1 | 7 | 3 | -4 |
| 24 | O=C(N/C(=C/c1cccnc1)C(=O)N1CCOCC1)c1ccccc1F | 2 | 5 | 7 | 6 | -3 | -4 | 7 | 2 | -3 |
| 25 | CN(CC(=O)Nc1ccc(F)c(F)c1)S(=O)(=O)c1cccc2cccnc12 | -7 | 7 | 10 | 5 | 0 | 0 | 2 | -1 | -1 |

Sorted by the number under PAFAH1B2 inh (lowest first): some entries from above.
entry	Structure	PAFAH1B2 inh
17	CCCN(CC(=O)Nc1cc(Cl)ccc1Cl)C(=O)/C=C/c1cc(OC)ccc1OC	-5
4	Cc1c(Cl)ccc2c1NC(=O)[C@]21[C@@H]2C(=O)N(Cc3ccccc3)C(=O)[C@@H]2[C@@H]2CCCN21	-3
19	Cc1ccc(NC2=C(CC(=O)O)C(c3ccccc3)N(c3ccc(C)cc3)C2=O)cc1 (configuration not stated)	-2
25	CN(CC(=O)Nc1ccc(F)c(F)c1)S(=O)(=O)c1cccc2cccnc12	7

New compounds follow:
| # | structure | PREPL inh | PAFAH1B2 inh | GSTO1 counter | pPAFAH inh | PME-1 inh | LYPLA2 inh | PAFAH1B3 FP inh | LYPLA1 inh | PAD4 inh |
| --- | --- | --- | --- | --- | --- | --- | --- | --- | --- | --- |
| 26 | CCc1nc2c(cnn2-c2ccc(F)cc2)c(=O)n1-c1ccc(N2CCC(C)CC2)cc1 | 10 | 1 | 3 | -9 | -7 | 1 | -8 | 2 | 0 |
| 27 | CCCCOc1ccc(Cc2c(Cl)nc(SC)nc2N2CCOCC2)cc1 | 0 | 5 | -2 | 2 | -6 | -4 | 4 | -2 | 0 |
| 28 | CCCNC(=O)C(Cc1ccccc1)NC(=O)c1ccc(C(F)(F)F)cc1 (configuration not stated) | 8 | 6 | x | 23 | 2 | 7 | 10 | 0 | -4 |
| 29 | O=C(c1ccc(Cn2c(=S)[nH]c3ccccc3c2=O)cc1)N1CCN(c2ccccn2)CC1 | 9 | -4 | 1 | -1 | -11 | 12 | -2 | 3 | -2 |
| 30 | O=C(COc1cccc(F)c1)N[C@@H](Cc1ccccc1)c1nc2ccccc2[nH]1 | -8 | 5 | 4 | 3 | 5 | -1 | 7 | -3 | 0 |
| 31 | c1ccc(-c2ccc3c(c2)c2c4n3CCN=C4CCC2)cc1 | 11 | 3 | 2 | 12 | 5 | -5 | 1 | -3 | -6 |
| 32 | COc1cccc(C(=O)NNS(=O)(=O)c2ccc(C)cc2)c1 | -5 | 5 | 2 | -5 | -7 | 2 | 6 | -1 | -4 |
| 33 | CCc1sc(NC(=O)CN2CCOCC2)nc1-c1ccccc1 | 8 | 5 | 3 | 3 | -7 | -2 | -2 | -2 | 1 |
| 34 | CC1CCN(CCc2nc3cc(NC(=O)COc4ccc([N+](=O)[O-])cc4)ccc3n2C)CC1 | 32 | 6 | 4 | 4 | 1 | 3 | 10 | 2 | -4 |
| 35 | S=C(Nc1ccccn1)Nc1ccccc1Cl | 11 | 8 | 7 | 0 | -2 | -1 | 4 | -1 | 0 |
| 36 | O=C(Nc1nccs1)c1cn(-c2ccccc2)nc1-c1ccccc1 | -8 | -8 | -15 | -1 | -22 | -22 | -8 | -16 | -7 |
| 37 | CCCN1C(=O)c2cc(C(=O)Nc3ccc(OC)c(OC)c3)ccc2C1Nc1ccc(OC)c(OC)c1 (configuration not stated) | 12 | 1 | 0 | 0 | 2 | 1 | 4 | 1 | -1 |
| 38 | CCc1[nH]nc2c1C(C(C)C)C(C#N)=C(N)O2 (configuration not stated) | -3 | 4 | 5 | -1 | 3 | 5 | 9 | -1 | -3 |
| 39 | O=C(CCn1c(=O)oc2ccccc21)N1CCN(c2ccccc2Cl)CC1 | -3 | 2 | 0 | 1 | 0 | -5 | 8 | -1 | -8 |
| 40 | COc1ccc(C)cc1S(=O)(=O)N(CC(=O)Nc1cccc([N+](=O)[O-])c1)c1ccccc1 | 14 | -4 | -10 | 2 | 9 | -16 | 0 | -13 | -1 |
| 41 | NC(=S)Nc1cc(Cl)cc(Cl)c1 | 5 | x | -1 | -4 | -1 | 3 | x | 0 | -1 |
| 42 | N#Cc1cc2c(nc1Cl)CCC2 | 15 | 2 | -1 | -6 | 2 | 3 | 8 | 0 | -3 |
| 43 | CCC(C)N(C(=O)CSc1nc(C)nc2ccccc12)C1CCS(=O)(=O)C1 (configuration not stated) | 14 | 0 | x | 4 | 1 | -4 | 9 | 1 | 7 |
| 44 | CCN1CCN(c2ccc([N+](=O)[O-])cc2C(=O)c2ccc(Cl)cc2)CC1 | 10 | 2 | -8 | 5 | 10 | 2 | -1 | -5 | -4 |
| 45 | Cc1cc(C)c(NC(=O)COC(=O)CCn2c(C)csc2=O)c(C)c1 | 13 | -1 | 1 | -1 | -1 | -1 | -5 | 0 | -1 |
| 46 | COc1ccc2nc(SCCN(C)C)[nH]c2c1 | 3 | -5 | 9 | 1 | 3 | 4 | 2 | 2 | 3 |
| 47 | CCC(C)C(NC(=O)OCc1ccccc1)C(=O)NC(Cc1ccc(O)cc1)C(=O)OC (configuration not stated) | -11 | -1 | -6 | 0 | -2 | -3 | -3 | -1 | 5 |
| 48 | Cc1occc1-c1nnc(SCC(=O)NC2CCCC2)n1-c1ccccc1 | 6 | 10 | 1 | 5 | -3 | -1 | 14 | -2 | 0 |
| 49 | CCn1ncc(CNC(=O)C2(C)CC2(Cl)Cl)c1C (configuration not stated) | 3 | -6 | -3 | -1 | 3 | 1 | -1 | 0 | 0 |
| 50 | O=C(N/N=C/c1ccncc1)C1CC1C(=O)N/N=C/c1ccncc1 (configuration not stated) | 0 | 1 | 2 | 2 | -5 | -1 | 6 | -1 | 4 |
| 51 | COc1ccc2sc(-c3ccccc3OC)c(-c3ccc(OCCN4CCOCC4)cc3)c2c1 | x | 1 | x | 18 | x | x | -1 | x | -2 |
| 52 | CS(=O)(=O)N1CCC(C(=O)Nc2ccc(OCc3ccccc3)cc2)CC1 | 0 | -2 | -1 | 1 | -5 | -4 | 3 | 0 | 2 |

Single records (already shown).
`CCCN(CC(=O)Nc1cc(Cl)ccc1Cl)C(=O)/C=C/c1cc(OC)ccc1OC` as listed: PREPL inh: 8; PAFAH1B2 inh: -5; GSTO1 counter: x; pPAFAH inh: 3; PME-1 inh: x; LYPLA2 inh: x; PAFAH1B3 FP inh: 4; LYPLA1 inh: x; PAD4 inh: 2
`Cc1occc1-c1nnc(SCC(=O)NC2CCCC2)n1-c1ccccc1` as listed: PREPL inh: 6; PAFAH1B2 inh: 10; GSTO1 counter: 1; pPAFAH inh: 5; PME-1 inh: -3; LYPLA2 inh: -1; PAFAH1B3 FP inh: 14; LYPLA1 inh: -2; PAD4 inh: 0

Source: PubChem BioAssay (The Scripps Research Institute Molecular Screening Center)
